# Screening results deposited in PubChem BioAssay by Sanford-Burnham Center for Chemical Genomics.
# SENP7 inh – SENP7 protease inhibition | Q9BQF6 | inhibition, % at 5 µM | recombinant SENP7, Z-RLRGG-aminoluciferin luminescence, 40 min | actives 1.5% (n = 330,000);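 active = inhibition above about 50% at the single test dose, limit read from the data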;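 also: plate controls were DMSO with enzyme for no effect and no enzyme buffer wells for full effect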
# Target sequence (Q9BQF6 706-1050 limits assumed): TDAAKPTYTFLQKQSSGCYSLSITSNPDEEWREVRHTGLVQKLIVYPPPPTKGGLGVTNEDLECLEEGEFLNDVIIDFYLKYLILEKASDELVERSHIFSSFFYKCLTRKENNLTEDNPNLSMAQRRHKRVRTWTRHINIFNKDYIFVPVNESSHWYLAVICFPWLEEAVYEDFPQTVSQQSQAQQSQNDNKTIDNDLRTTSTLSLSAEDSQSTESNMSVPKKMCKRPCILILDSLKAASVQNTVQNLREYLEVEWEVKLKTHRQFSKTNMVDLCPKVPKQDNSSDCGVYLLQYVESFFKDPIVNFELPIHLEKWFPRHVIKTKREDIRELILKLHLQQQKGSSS
# NR3A LBD binder – modulators (binders) of human NR3A ligand-binding domain | NR3A LBD differential scanning fluorimetry, Tm shift; 0% = protein alone, 100% = glycine-bound protein | Tm shift relative to glycine control, % at 25 µM | actives 2.5% (n = 340,000);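 active = melting temperature shift of at least 10% of the positive control shift, at one fixed dose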
# HKDC1 inhibitor – inhibitors of human hexokinase HKDC1; Q2TB90; recombinant HKDC1, G6PDH/diaphorase resazurin coupled fluorescence; inhibition, % at 20 µM; actives 0.16% (n = 340,000); AID 493160;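 active = inhibition above about 35% when tested at 20 µM, limit read from the data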;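 also: plate controls were DMSO wells with enzyme for no effect and DMSO wells lacking enzyme for full effect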
#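 Test system: recombinant HKDC1 (HK5) hexokinase enzyme, produced in-house / Doses: 20 µM test compound, 1% DMSO / Timing: 90 min, room temperature / Detection: G6PDH/diaphorase-coupled fluorescence, 1 mM NADP, 100 µM resazurin, 525/613 nm / Control set: DMSO wells with and without enzyme mix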
# MPTP block – blocks calcium-induced mitochondrial swelling; isolated mouse mitochondria, Ca2+ swelling absorbance, 30 min; inhibition, % at 10 µM; actives 1.4% (n = 360,000); AID 602449;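 active = inhibition of 50% or more, scaled per plate between neutral and stimulator controls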;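 also: 0% = DMSO wells given calcium and 100% = 1 mM EGTA wells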
# PfG6PD inh – PfG6PD (Plasmodium falciparum) enzyme inhibition. actives 0.78% (n = 350,000). inhibition, % at 20 µM. PfGluPho enzyme, NADPH resazurin-diaphorase fluorescence;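 active = inhibition reaching at least a set limit at 20 µM in the primary screen, cut at about 59% in these data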;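 also: 0% = DMSO wells with substrate and 100% = DMSO wells lacking glucose-6-phosphate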
# SENP6 block – blocks the human protease SENP6. inhibition, % at 10 µM. Recombinant SENP6 catalytic domain, aminoluciferin luminescence. actives 1.8% (n = 330,000). Q9GZR1;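 active = inhibition above about 50% at the single tested dose, limit read from the data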;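 also: plate controls were DMSO wells with enzyme for no effect and DMSO wells lacking enzyme for full effect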
# SENP8 inh – blocks human SENP8 cleavage of Nedd8 substrate. Q96LD8. inhibition, % at 20 µM. recombinant SENP8, Nedd8 substrate fluorescence. actives 0.64% (n = 360,000); in the data active = inhibition mostly above about 40%, no sharp cut-off; inactive = mostly below about 27%
# Target sequence (Q96LD8 whole entry, looked up): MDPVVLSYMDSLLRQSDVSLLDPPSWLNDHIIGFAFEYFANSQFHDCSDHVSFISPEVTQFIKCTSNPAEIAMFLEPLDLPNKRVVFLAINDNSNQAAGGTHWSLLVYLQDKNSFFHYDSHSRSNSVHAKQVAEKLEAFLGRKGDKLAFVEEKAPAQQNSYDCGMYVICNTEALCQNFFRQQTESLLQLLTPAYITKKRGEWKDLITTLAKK
# ATG4B inhibitor – blocks human ATG4B protease cleavage of LC3 substrate. ATG4B cleavage of LC3-PLA2, NBD-HPC fluorescence, 1 h. inhibition, % at 8.33 µM. actives 0.51% (n = 340,000). AID 504462; in the data active = inhibition above about 40%
# Target sequence (Q9Y4P1 whole entry, looked up): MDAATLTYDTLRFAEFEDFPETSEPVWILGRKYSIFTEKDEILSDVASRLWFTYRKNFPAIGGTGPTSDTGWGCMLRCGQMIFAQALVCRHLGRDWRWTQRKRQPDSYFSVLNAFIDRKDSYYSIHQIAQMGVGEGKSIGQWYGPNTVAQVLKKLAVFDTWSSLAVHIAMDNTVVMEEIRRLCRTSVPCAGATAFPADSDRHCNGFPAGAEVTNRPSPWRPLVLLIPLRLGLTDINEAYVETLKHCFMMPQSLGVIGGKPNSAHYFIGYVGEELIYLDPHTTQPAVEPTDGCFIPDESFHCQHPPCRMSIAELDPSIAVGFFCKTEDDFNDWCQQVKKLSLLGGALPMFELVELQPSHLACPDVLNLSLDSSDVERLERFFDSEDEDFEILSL
# An asterisk follows results filed as active; i = inactive; x = no result given.
SMILES,SENP7 inh,NR3A LBD binder,HKDC1 inhibitor,MPTP block,PfG6PD inh,SENP6 block,SENP8 inh,ATG4B inhibitor
Cc1ccc(S(=O)(=O)N2C[C@@H]3[C@H]4CC[C@H](C4)[C@@H]3[C@@H](C)[C@@H]2c2ccn([Si](C(C)C)(C(C)C)C(C)C)c2)cc1,0,-4,0,-0.8,2,x,16,-8
COc1cc(OC)cc(C(=O)Nc2ncc3c(n2)CC(C)(C)CC3=O)c1,-7,0,-8,-0.3,-7,-10,12,-7
CC(C)(O)C#Cc1ccc(CN2CCN(Cc3ccccc3)C(CCO)C2)s1 (stereo not drawn),-7,0,-3,0.2,-7,-8,19,3
Cc1cc(C)n(-c2cc(Cl)cc(Cl)c2)c(=O)c1C#N,-3,-1,-10,1.3,-8,-24,-223,-6
O=C(CN1C(=O)c2cccc3cccc1c23)Nc1ccc(S(=O)(=O)N2CCOCC2)cc1,-4,-6,0,-1.3,14,-4,i,-12
O=C(/C(=C(\[O-])c1ccccc1)[n+]1ccc2ccccc2c1)c1ccc([N+](=O)[O-])cc1,0,-11,-13,-1.0,-4,0,5,0
COCCNC(=O)/C(C#N)=C/c1ccc(SC)cc1,-5,-1,-6,-2.5,0,-2,-142,-13
Cc1ccc2[nH]c3c(=O)n(CCC4=CCCCC4)cnc3c2c1,1,-2,-5,x,3,-51,x,3
Cc1cc(C)cc(NC(=O)c2cccc(NC(=O)C3C4CC5OC(=O)C3C5C4)c2)c1 (stereo not drawn),3,3,-3,-1.4,-17,-2,16,-12
O=C(CS(=O)(=O)c1ccccc1)Nc1nnc(Cc2ccccc2)s1,5,2,-2,-4.6,14,-6,-2,-2
CCOC(=O)Cc1[nH]nc2c1C(Cc1ccccc1)C(C#N)=C(N)O2 (stereo not drawn),5,-1,-2,-0.3,14,-7,-13,-4
CC(C)C(=O)Nc1nnn(C)n1,3,2,-3,0.7,-10,-1,2,-4
COc1cc2c(O)c3c(c(-c4ccc5c(c4)OCO5)c2cc1OC)C(=O)OC3,-7,-11,5,4.1,8,-12,-302,-9
C=C(C)c1ccc(C(C)(C)NC(=O)NCc2ccco2)cc1,9,-1,-5,-3.2,-18,-14,7,13
Cc1oc(=O)c(NC(=O)c2ccccc2)cc1C(N)=O,-5,0,-14,-1.7,-2,-23,19,-3
CCCC(=O)c1cc2c(cc1NC(=O)CC)OCCO2,-7,-4,-3,3.3,-1,-5,-304,7
CCc1cccc(CC)c1NC(=O)CSc1nc2ccc(N3C(=O)C4C(C3=O)[C@H]3C=C[C@@H]4C3)cc2s1 (stereo partly drawn),-1,0,13,5.1,9,1,3,-5
CCOc1ccc(OCC(=O)OCC(=O)N(CC(C)C)c2c(N)n(Cc3ccccc3)c(=O)[nH]c2=O)cc1,-2,-1,-8,-1.8,-4,-12,9,-9
COc1ccc(C2=NNC(c3cccnc3)=Nc3ccc(OC)cc32)cc1,3,-1,-5,-3.7,10,0,10,4
COc1ccc(-c2ocnc2C(=O)Nc2ccc3c(c2)CCC3)cc1,-4,0,-3,0.5,0,-1,-6,-7
N#C/C(=C/Nc1ccccc1)c1ccsc1,2,-2,1,2.5,12,-10,14,6
Nc1cccnc1Oc1ccccc1F,-3,2,-4,2.2,-5,-12,4,3
O=C(c1ccco1)N1CCN(Cc2nc3ccc([N+](=O)[O-])cc3c(=O)n2-c2ccccc2F)CC1,0,1,-1,0.6,17,-12,-1,1
COc1ccc(CNC(=O)N2CCN(c3cccc(C)c3C)CC2)cc1OC,9,-3,4,0.7,-6,-36,17,3
CCN(CC)C(=O)COC(=O)c1ccc(O)cc1,3,1,-4,0.5,-8,-12,11,-11
O=C1NC(=O)N(c2ccccc2)C1=O,8,0,-4,-0.6,-2,10,9,-1
COc1ccc(Cc2nnc(Nc3ccc(Cl)cc3)[nH]c2=O)cc1,-3,-1,-7,84*,4,6,-43,0
CCNCCC(CCC(C)C)c1ccc2c(c1)OCO2 (stereo not drawn),-1,1,2,-3.4,1,-7,4,-5
COc1ccc(OCC(=O)N2CCCC(CO)(CCOc3ccccc3)C2)cc1 (stereo not drawn),0,0,4,-0.5,-3,3,18,-10
CC(C)(C)OC(=O)n1cc(CCO)c2ccccc21,7,0,-6,-0.2,17,2,7,-9
Cc1ccc(CCNC(=O)C2CC(=O)N(C3CCCCC3)C2)cc1 (stereo not drawn),-13,1,-2,-0.3,-5,-14,16,-2
CN(C(=O)COC(=O)c1ccccc1C(=O)N1CCN(c2ccccc2)CC1)c1ccccc1,-2,1,0,1.2,-8,2,10,-8
Nn1c(SCC(=O)Nc2ccccc2Br)nnc1-c1ccco1,-4,-2,2,-1.1,-2,5,20,4
CC1=CC(C)(C)Nc2ccc(OC(=O)CN3C(=O)c4ccccc4C3=O)cc21,-2,0,14,-0.8,75*,-6,-42,-4
Cn1c(-c2ccccc2)cnc1SCC(=O)N1CCCc2ccccc21,-3,-5,-8,2.3,6,-14,5,1
Cn1c(CCNC(=O)c2ccco2)nc2cc(NC(=O)c3ccccc3Cl)ccc21,5,-2,3,0.2,-4,0,12,3
CCOc1ccc(NC(=O)NC(=O)N(C(C)C)S(C)(=O)=O)cc1,-3,18*,3,8.7,0,-3,12,0
COc1ccccc1NC(=O)c1ccc(-c2ccccc2F)o1,-3,-6,0,2.1,28,11,-22,-7
C/C(CC(=O)Nc1cc(C)ccn1)=N\NC(=O)c1ccc(C(C)(C)C)cc1,4,1,-1,-1.1,6,-13,5,-2
Cc1cc(S(=O)(=O)NCc2ccc(N3CCN(C)CC3)cc2)c(C)s1,-4,3,-1,4.0,-5,-7,14,2
CC1CCC(=O)N(CCC#N)CC1 (stereo not drawn),-6,2,-3,2.1,-8,-20,15,-12
CCCCc1cc(=O)oc2cc(OCC(=O)N3C[C@H]4C[C@@H](C3)c3cccc(=O)n3C4)ccc12,-3,1,13,1.5,1,-5,-32,2
OC1(c2ccccc2)CC(c2ccccc2)c2ccccc2O1 (stereo not drawn),x,-4,0,8.2,-2,x,5,26
c1ccc(-c2cnc(CN3CCN(c4ccccc4)CC3)o2)cc1,6,2,-3,2.9,17,-25,3,-4
Nc1c(-c2nn[nH]n2)cnn1-c1cc(Cl)cc(Cl)c1,-11,-1,-2,-0.8,-13,-5,4,0
CSCCC(NS(=O)(=O)c1ccc(C)cc1)C(=O)N1CCCCCCC1 (stereo not drawn),4,0,-5,-1.4,-7,4,1,-7
Cc1cccc(-c2noc(CN(C)C(=O)c3ccoc3C)n2)c1,4,-2,-1,0.5,5,-1,15,3
CC(C)OC(=O)c1nnc(Cc2ccc(Cl)cc2)o1,4,-1,3,-0.1,-17,10,12,1
Nc1ccccc1C(=O)N1CCC(O)(c2ccc(Cl)cc2)CC1,12,3,-4,-0.1,-5,-3,-84,0
Oc1c(Br)cc(Br)cc1/C=N/c1nccs1,1,-6,16,0.3,-2,-12,-50,27

# The listing continues.
SMILES,SENP7 inh,NR3A LBD binder,HKDC1 inhibitor,MPTP block,PfG6PD inh,SENP6 block,SENP8 inh,ATG4B inhibitor
COc1ccccc1Nc1nnc(SCC(=O)c2cc(C)n(CC3CCCO3)c2C)s1 (stereo not drawn),-13,0,-8,-2.1,-4,-18,9,1
Clc1ccc2nc(-c3ccc(Br)s3)cn2c1,5,-3,-5,6.1,80*,80*,-292,8
Cc1cc(N2CCCCCC2)nc2ccccc12,5,-1,-12,0.0,3,-8,i,7
Cc1ccc(OCC(=O)NCCN2CCCC2)cc1,-5,3,-6,-0.3,-9,-13,0,-5
COc1ccc(C2CC(=O)c3cnc(NC(=O)c4ccco4)nc3C2)cc1 (stereo not drawn),-5,0,-7,-1.4,0,-11,-7,-6
COC(=O)c1sc(NC(=O)c2cc(C)on2)nc1C,-4,0,-4,1.9,-25,-8,0,5
O=C(COC(=O)C1CC1)Nc1ccc(S(=O)(=O)N2CCOCC2)cc1,10,-1,7,-0.8,-10,-15,3,-10
COc1ccc(Cn2cc(F)c(=O)n(CCC(C)C)c2=O)cc1[N+](=O)[O-],-1,-4,0,-9.3,18,-10,-19,-3
Cc1nn(Cc2ccc(F)cc2)c(C)c1NC(=O)c1noc2c1CCCCC2,0,1,-5,-1.2,-3,15,17,1
Cc1cc(NC(=O)CSc2nc(=O)cc(N)n2-c2ccc(C)c(C)c2)no1,1,-2,-6,-2.1,7,-8,7,-6
CC(=O)Nc1ccc(-c2c(C)cc3oc(=O)cc(-c4ccccc4)c3c2C)cc1,-5,-22,1,-0.6,-15,x,1,16
Cc1nnsc1C(=O)N1CCCC(Nc2ccc(F)c(F)c2)C1 (stereo not drawn),-2,0,3,0.3,0,1,14,-3
Cc1ccn2cc(-c3cccc(S(=O)(=O)N4CCCCC4)c3)nc2c1,1,0,-4,-1.9,16,-13,-301,-3
Cc1ccc(/C=C2\SC(=S)N(c3c(C)n(C)n(-c4ccccc4)c3=O)C2=O)cc1,-15,0,7,1.0,-18,-64,22,4
COC(=O)CN(C(=S)Nc1ccc(F)cc1)C1CC(=O)N(c2ccc(OC)cc2)C1=O (stereo not drawn),-9,6,-5,-1.1,9,-13,17,-11
COc1ccc(C(C)(C)C)cc1NC(=O)c1c(C)noc1C,3,3,-12,-0.3,1,-3,9,-3
N#Cc1c(/N=C/c2ccc(-c3ccc(C(=O)O)c(Cl)c3)o2)sc2c1CCCC2,-4,1,6,0.5,38,6,-88,1
CCOC(=O)c1ccccc1NS(=O)(=O)c1cnn(CC)c1C,-14,-7,-3,1.5,-7,-18,-10,0
C(=N\n1cnnc1)/c1ccccc1OCCOc1ccccc1,-4,1,0,-0.5,7,-8,-13,-4
COc1cc(C(=O)N(Cc2ccco2)Cc2cc3ccccc3[nH]c2=O)cc(OC)c1OC,-3,0,-11,3.6,-7,4,-44,-13

# Copied from the entries so far, two compounds:
SMILES,SENP7 inh,NR3A LBD binder,HKDC1 inhibitor,MPTP block,PfG6PD inh,SENP6 block,SENP8 inh,ATG4B inhibitor
Cc1nnsc1C(=O)N1CCCC(Nc2ccc(F)c(F)c2)C1 (stereo not drawn),-2,0,3,0.3,0,1,14,-3
Cc1ccn2cc(-c3cccc(S(=O)(=O)N4CCCCC4)c3)nc2c1,1,0,-4,-1.9,16,-13,-301,-3

# Pulled by structure from the entries so far (five):
SMILES,SENP7 inh,NR3A LBD binder,HKDC1 inhibitor,MPTP block,PfG6PD inh,SENP6 block,SENP8 inh,ATG4B inhibitor
Nc1cccnc1Oc1ccccc1F,-3,2,-4,2.2,-5,-12,4,3
CCCC(=O)c1cc2c(cc1NC(=O)CC)OCCO2,-7,-4,-3,3.3,-1,-5,-304,7
C/C(CC(=O)Nc1cc(C)ccn1)=N\NC(=O)c1ccc(C(C)(C)C)cc1,4,1,-1,-1.1,6,-13,5,-2
CSCCC(NS(=O)(=O)c1ccc(C)cc1)C(=O)N1CCCCCCC1 (stereo not drawn),4,0,-5,-1.4,-7,4,1,-7
Cc1cc(C)n(-c2cc(Cl)cc(Cl)c2)c(=O)c1C#N,-3,-1,-10,1.3,-8,-24,-223,-6

# (continued)
SMILES,SENP7 inh,NR3A LBD binder,HKDC1 inhibitor,MPTP block,PfG6PD inh,SENP6 block,SENP8 inh,ATG4B inhibitor
O=C(CCn1c(=S)oc2ccccc21)Nc1cccc(F)c1,4,-1,-7,4.9,6,-2,15,-5
CN(C(=O)CSc1nnc(-c2ccccc2F)n1N)C1CCCCC1,-1,0,-7,1.0,4,10,2,-5
CC(=O)NC1=C(C#N)C(c2ccccc2)c2c(ccc3ccccc23)O1 (stereo not drawn),4,-10,3,1.7,17,7,22,-30
CC(C)Oc1ccc(C(=O)CCN2CCOCC2)cc1,1,1,-6,1.4,16,11,28,7
Cc1nc2sc(C(c3ccco3)N3CCN(c4ccc(F)cc4)CC3)c(O)n2n1 (stereo not drawn),-7,-5,-5,0.7,3,14,13,-19
O=C(Nc1cccc(C(F)(F)F)c1)c1cccnc1N1CCN(c2ccccc2)CC1,-1,4,-4,2.7,26,-6,13,16
COc1ccc(S(=O)(=O)N(C)c2ccc(C(=O)Nc3ccccc3C(=O)N3CCOCC3)cc2)cc1,9,-2,-9,-0.2,2,-10,-3,-1
